Rin1-Abl PPI inh – human Rin1-Abl interaction inhibition; P00519+Q13671; TR-FRET Rin1/Abl binding, biochemical; inhibition, % at 7.35 µM; 360,000 compounds, 0.4% hits; AID 588664; in the data active = inhibition above about 5%, passing the limit was not always enough
E coli Lon inh – E. coli protease La inhibition. purified E. coli Lon protease, fluorescence polarization. inhibition, % at 7.94 µM. 360,000 compounds, 0.42% hits; in the data active = inhibition above about 13%, passing the limit was not always enough;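 note: 0% = enzyme with probe and DMSO and 100% = no enzyme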
PABP1 MLLE inh – inhibitors of microRNA-mediated deadenylation, human PABP1 MLLE binding; 360,000 compounds, 0.36% hits; AID 588489; P11940; inhibition, % at 20 µM; GST-MLLE / FITC-PAM2 fluorescence polarization; in the data active = inhibition above about 35%, passing the limit was not always enough;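 note: plate controls were DMSO wells with GST-MLLE for no effect and wells lacking GST-MLLE protein for full effect; some results filed as inactive read as strong as hits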
MT1-MMP act inh – blocks activation of human MT1-MMP. 360,000 compounds, 0.061% hits. GFP/RFP ratio change, % at 20 µM. HT1080 RFP-PRO-GFP cells, GFP/RFP ratio fluorescence, overnight; percent of plate control window, DMSO zero;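 active = GFP/RFP ratio change of at least 30% with cell ATP level not reduced by more than half and red fluorescence within 50% of control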; note: strong numbers were not always called active
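Compound: 20 µM single dose, 1% DMSO / System: HT1080 RFP-PRO-GFP cells / Controls: DMSO and RFP-L50D-GFP cell wells / Read-out basis: GFP/RFP fluorescence ratio / Schedule: overnight compound exposure at 37 °C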
bovine MsrA act – activates bovine MsrA enzyme. purified bovine MsrA, absorbance read-out. activation, % at 10.6 µM. 360,000 compounds, 0.3% hits; in the data active = activation above about 7.5%;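 note: 0% = vehicle and 100% = reference activator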
FAS-TE inh – inhibitors of human fatty acid synthase thioesterase domain; P49327; recombinant FAS-TE, OMFH fluorogenic substrate, fluorescence endpoint; inhibition, % at 15 µM; 360,000 compounds, 0.67% hits; AID 602261;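 active = compounds whose normalised, plate-corrected inhibition of enzyme fluorescence in the single-dose primary screen is 50% or more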;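 note: 0% = DMSO with enzyme and 100% = substrate without enzyme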
Target sequence (P49327 whole entry, looked up, the tested form may be a part): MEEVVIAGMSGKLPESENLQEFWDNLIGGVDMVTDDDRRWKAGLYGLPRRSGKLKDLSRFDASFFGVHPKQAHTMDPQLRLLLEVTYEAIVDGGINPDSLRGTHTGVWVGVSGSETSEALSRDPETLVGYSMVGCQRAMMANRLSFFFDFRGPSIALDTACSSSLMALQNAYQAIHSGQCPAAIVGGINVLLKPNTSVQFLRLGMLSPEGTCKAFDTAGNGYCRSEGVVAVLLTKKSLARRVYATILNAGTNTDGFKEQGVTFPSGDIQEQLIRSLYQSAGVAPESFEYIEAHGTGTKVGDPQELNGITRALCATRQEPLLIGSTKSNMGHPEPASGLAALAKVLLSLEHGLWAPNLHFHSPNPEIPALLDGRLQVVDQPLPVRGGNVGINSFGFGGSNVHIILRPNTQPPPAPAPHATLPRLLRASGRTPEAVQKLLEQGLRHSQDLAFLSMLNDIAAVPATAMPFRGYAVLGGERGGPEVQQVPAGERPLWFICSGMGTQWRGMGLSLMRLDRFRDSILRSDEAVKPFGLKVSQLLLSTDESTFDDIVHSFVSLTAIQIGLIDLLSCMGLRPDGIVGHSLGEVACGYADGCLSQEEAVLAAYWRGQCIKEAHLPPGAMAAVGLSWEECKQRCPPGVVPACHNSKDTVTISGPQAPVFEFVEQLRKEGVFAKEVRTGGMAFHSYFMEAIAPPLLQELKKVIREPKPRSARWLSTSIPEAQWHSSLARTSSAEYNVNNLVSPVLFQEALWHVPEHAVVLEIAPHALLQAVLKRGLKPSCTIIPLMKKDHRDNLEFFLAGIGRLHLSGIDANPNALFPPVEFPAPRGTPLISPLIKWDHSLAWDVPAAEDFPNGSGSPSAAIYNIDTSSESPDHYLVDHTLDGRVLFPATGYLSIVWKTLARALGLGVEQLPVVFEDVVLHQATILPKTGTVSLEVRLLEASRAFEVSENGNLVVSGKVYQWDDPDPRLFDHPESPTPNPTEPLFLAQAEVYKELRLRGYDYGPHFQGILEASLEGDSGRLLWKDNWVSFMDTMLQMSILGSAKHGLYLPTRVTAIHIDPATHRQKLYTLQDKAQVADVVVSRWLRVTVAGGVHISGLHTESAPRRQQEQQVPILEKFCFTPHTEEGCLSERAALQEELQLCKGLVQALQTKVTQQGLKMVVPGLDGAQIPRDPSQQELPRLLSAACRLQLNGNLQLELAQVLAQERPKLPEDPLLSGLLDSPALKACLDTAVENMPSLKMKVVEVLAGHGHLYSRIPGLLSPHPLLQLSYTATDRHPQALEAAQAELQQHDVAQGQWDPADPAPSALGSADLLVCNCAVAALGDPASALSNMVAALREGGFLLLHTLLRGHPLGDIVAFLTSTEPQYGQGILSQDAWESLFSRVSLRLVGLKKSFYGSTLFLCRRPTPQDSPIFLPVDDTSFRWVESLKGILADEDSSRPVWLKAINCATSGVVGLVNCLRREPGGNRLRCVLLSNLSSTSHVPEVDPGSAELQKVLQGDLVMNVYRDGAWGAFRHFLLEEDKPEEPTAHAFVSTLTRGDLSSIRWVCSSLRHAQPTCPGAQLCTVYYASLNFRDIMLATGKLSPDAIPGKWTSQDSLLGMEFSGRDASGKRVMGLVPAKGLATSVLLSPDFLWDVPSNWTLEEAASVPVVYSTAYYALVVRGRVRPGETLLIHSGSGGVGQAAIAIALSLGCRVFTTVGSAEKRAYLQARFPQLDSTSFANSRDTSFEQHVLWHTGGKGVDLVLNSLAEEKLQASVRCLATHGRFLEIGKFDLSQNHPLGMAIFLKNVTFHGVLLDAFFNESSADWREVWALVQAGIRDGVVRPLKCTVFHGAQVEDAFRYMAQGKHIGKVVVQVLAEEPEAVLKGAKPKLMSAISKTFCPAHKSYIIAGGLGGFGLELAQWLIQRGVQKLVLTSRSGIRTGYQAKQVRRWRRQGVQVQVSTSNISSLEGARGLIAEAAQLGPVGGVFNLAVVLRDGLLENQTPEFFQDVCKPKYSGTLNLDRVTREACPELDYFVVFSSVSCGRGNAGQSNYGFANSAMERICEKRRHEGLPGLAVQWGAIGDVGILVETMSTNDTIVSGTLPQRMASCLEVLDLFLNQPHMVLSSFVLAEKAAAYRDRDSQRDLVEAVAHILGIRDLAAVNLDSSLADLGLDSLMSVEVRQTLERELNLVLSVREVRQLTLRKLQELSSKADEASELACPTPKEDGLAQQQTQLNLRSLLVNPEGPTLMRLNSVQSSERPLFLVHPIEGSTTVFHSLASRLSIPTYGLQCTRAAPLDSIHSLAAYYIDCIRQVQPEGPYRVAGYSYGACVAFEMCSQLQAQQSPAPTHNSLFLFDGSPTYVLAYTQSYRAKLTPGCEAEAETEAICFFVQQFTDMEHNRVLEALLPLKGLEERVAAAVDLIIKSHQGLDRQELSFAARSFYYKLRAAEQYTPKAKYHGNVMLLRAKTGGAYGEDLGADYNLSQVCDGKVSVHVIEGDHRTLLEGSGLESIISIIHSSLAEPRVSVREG
CSN inh – CSN deneddylation inhibition. Q92905. Purified CSN, SCF-Nedd8-OG deneddylation, fluorescence polarization. inhibition, % at 12.5 µM. 360,000 compounds, 0.38% hits. AID 651999;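 active = pattern-corrected inhibition above about 35%, with an unprinted fluorescence ratio check between 0.5 and 1.5, limit read from the data, passing the limit was not always enough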;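 note: 0% = enzyme with substrate and 100% = substrate without enzyme; some results filed as inactive read as strong as hits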
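Assay system: HEK293T-derived human Csn5 enzyme; quantity: 0.24 nM enzyme; medium: Tris/NaCl/DTT buffer, pH 7.5; also added: substrate SCFSkp2-Nedd8OG, 10 nM; doses: 12.5 µM compound; schedule: 90 min reaction at room temperature; signal: FP; read-out: % inhibition of substrate cleavage by Csn5; benchmarks: substrate-only high control, full reaction low control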
Rpn11 inh – inhibitors of human proteasome Rpn11 | AID 588493 | human 26S proteasome, Ub4-pepOG fluorescence polarization; 20S core pre-blocked with epoxomicin | 360,000 compounds, 0.59% hits | O00487 | calls only at 20 µM;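 active = inhibition at 20 µM, scaled to each plate's controls, above about 33%, limit read from the data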
MsrA inhibitor – bovine MsrA inhibition | purified bovine MsrA, absorbance read-out | inhibition, % at 15.5 µM | 360,000 compounds, 0.75% hits | AID 651718; in the data active = inhibition above about 4.5%;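 note: 0% = vehicle wells with enzyme and 100% = reference inhibitor wells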
The depositor's hits bear a star; i = inactive; x = not tested or not shown; + = active, no number.

1	CCOC(=O)c1c(C)[nH]c(C2=NNC(=Nc3ccccc3OC)SC2)c1C
2	CCCc1ccc2oc(C(=O)NCCCN3CCOCC3)c(C)c2c1
3	CC(=O)N1C[C@H]2CON(C)[C@H]2C[C@H]1c1ccccc1
4	COC(=O)c1cn(CC(=O)NCc2cccs2)c2ccccc12
5	O=C(Cn1ccc(C(F)(F)F)n1)Nc1cccc(S(=O)(=O)N2CCCCC2)c1
6	CCCCOC(=O)/C=C/c1c(C)[nH]c(=O)[nH]c1=O
7	CCOc1ccc(-n2cc(C(=O)NCc3ccco3)c3cc(OC)c(OC)cc3c2=O)cc1
8	CCC1Nc2ncnc(N3CCN(c4ccccn4)CC3)c2N(Cc2ccc(Br)cc2)C1=O (centres undefined)

Screen / compound no.	1	2	3	4	5	6	7	8
Rin1-Abl PPI inh	2	-2	4	-1	4	-4	-2	4
E coli Lon inh	-32	-8	-1	-3	-1	2	0	1
PABP1 MLLE inh	-94	-3	5	9	-18	-1	5	-19
MT1-MMP act inh	-13	0	x	3	6	6	5	-1
bovine MsrA act	5	-1	-10	-4	-3	-15	-9	-4
FAS-TE inh	-166	-3	-8	-2	12	-2	-11	7
CSN inh	9	-1	-3	4	-4	-5	6	3
Rpn11 inh	i	i	i	i	i	i	i	i
MsrA inhibitor	1.7	-0.7	-0.5	0.2	-0.9	0.6	-0.3	0.5

9	COCCn1c(=S)[nH]c2cc(C(=O)N3CCN(c4cccc(Cl)c4)CC3)ccc2c1=O
10	CCOC(=O)C1CCN(CC(O)COc2ccc(C(C)=O)cc2)CC1 (centres undefined)
11	CCCCCC(=O)N[C@@H](c1ccccc1)[C@@H](O)C(=O)O[C@H]1C[C@@]2(O)[C@@H](OC(=O)c3ccccc3)C3[C@](C)(C(=O)[C@H](OC(C)=O)C(=C1C)C2(C)C)[C@@H](O)C[C@H]1OC[C@@]31OC(C)=O (some centres undefined)
12	CCOc1ncccc1C(=O)NCc1ccc(OC)c(OC)c1
13	C[C@H]1CN([C@@H](C)CO)C(=O)CCCn2nncc2CO[C@@H]1CN(C)Cc1ccc(Oc2ccccc2)cc1
14	Fc1ccc2nc(C(F)(F)F)cc(N3CCOCC3)c2c1
15	O=C(O)c1cccc(N2C(=O)C3CC=CCC3C2=O)c1 (centres undefined)
16	O=C(CCNC(=O)c1ccccc1Cl)NCCc1ccc(Cl)cc1

Screen / compound no.	9	10	11	12	13	14	15	16
Rin1-Abl PPI inh	2	-3	-3	-2	-4	2	2	2
E coli Lon inh	0	10	3	-7	6	-2	1	1
PABP1 MLLE inh	-79	-7	1	10	-3	3	-3	-8
MT1-MMP act inh	5	0	1	-1	5	-3	5	-2
bovine MsrA act	-11	-2	1	-1	-5	-2	-6	-4
FAS-TE inh	17	-5	17	-8	-5	-5	-7	-2
CSN inh	2	-6	-1	-2	3	2	-1	6
Rpn11 inh	i	i	i	i	i	i	i	i
MsrA inhibitor	0.3	x	0.1	0.7	0.9	-1.3	0.4	0.4

17	CC1(C)CC(=O)C2=C(C1)Nc1ccccc1NC2c1ccc(F)cc1 (centres undefined)
18	Cc1cc2ncn(/N=C/c3ccc([N+](=O)[O-])o3)c2cc1C
19	Oc1c(CNc2ccccc2)cc(COCc2ccccc2)c2cccnc12
20	Cc1oc(-c2ccc(-c3ccccc3)cc2)nc1CN(C)C1CCOC1 (centres undefined)
21	CC(=O)Nc1ccc(S(=O)(=O)N(CCCN2CCOCC2)Cc2cccs2)cc1
22	O=C1c2ccsc2SCCN1Cc1cccc(Cl)c1
23	[O-][n+]1onc2c1CCc1nnc(-c3ccccc3)cc1-2
24	COc1ccccc1C(=O)N(Cc1ccccc1)c1ccc(C)cc1

Screen / compound no.	17	18	19	20	21	22	23	24
Rin1-Abl PPI inh	-1	0	-2	-3	1	1	-3	-1
E coli Lon inh	3	-10	-2	-4	3	16	-11	-2
PABP1 MLLE inh	23	-56	12	-13	1	1	14	5
MT1-MMP act inh	-2	-8	3	1	-3	-4	1	-7
bovine MsrA act	-6	-10	-5	-1	-4	-1	-1	-1
FAS-TE inh	-2	3	-3	4	-11	2	6	10
CSN inh	-2	11	1	0	-1	-2	2	2
Rpn11 inh	i	+	i	i	i	i	i	i
MsrA inhibitor	2.7	0.3	0.7	-0.1	-0.2	0.4	-0.3	-1.0

25	CCCN(CC(=O)Nc1ccccc1C)C(=O)Cc1n[nH]c(=O)c2ccccc12
26	CCOC(=O)Cn1c(=NC(=O)c2ccc([N+](=O)[O-])s2)sc2ccccc21
27	CCN(C(=O)COC(=O)c1ccc(C)c(S(=O)(=O)N2CCCCC2)c1)C1CCS(=O)(=O)C1 (centres undefined)
28	COc1ccc(-n2c(COc3cccc(C)c3)nnc2SCC(=O)O)cc1
29	O=C(CCN1C(=O)/C(=C/c2cccs2)SC1=S)Nc1ccccn1
30	COc1cc2c(cc1/C=C1/NC(=O)N(c3ccccc3)C1=O)OCO2
31	COc1cc2cnc(-c3ccccc3)c(C(=O)c3ccc(OCc4ccccc4)cc3)c2cc1OC
32	CC1(C)CC(=O)C(C2C3=C(CC(C)(C)CC3=O)Oc3ccc4ccccc4c32)C(=O)C1 (centres undefined)

Screen / compound no.	25	26	27	28	29	30	31	32
Rin1-Abl PPI inh	1	-1	-2	0	-2	-1	-4	2
E coli Lon inh	-1	14	-3	-9	-26	-15	2	0
PABP1 MLLE inh	11	-39	-7	-33	-65	-19	-6	7
MT1-MMP act inh	-1	-37	3	-4	-20	-2	0	0
bovine MsrA act	-1	-4	0	-2	-1	-9	-9	-10
FAS-TE inh	-10	-13	-8	-7	0	-7	31	-4
CSN inh	2	-3	2	0	14	2	-4	-1
Rpn11 inh	i	+	i	i	x	i	i	i
MsrA inhibitor	0.0	0.6	-0.6	-1.3	1.2	0.6	0.5	-1.8

33	CC1CCc2c(sc(NC(=O)CSc3nc4c(c(C(F)(F)F)n3)CCc3ccccc3-4)c2C(N)=O)C1 (centres undefined)
34	O=C(O)c1nnsc1-c1csnn1
35	CC1(C)O[C@@H]2[C@H](O1)[C@@H](CO)O[C@H]2n1cnc2c(N)ncnc21
36	Cc1ccc(Cn2c(SCC(=O)N3CC(=O)Nc4ccccc43)nc3ccccc3c2=O)cc1
37	O=c1[nH]cccc1-c1nc2ccccc2n1Cc1cccc(F)c1
38	Nc1c(Cl)ncnc1N/N=C/c1ccc2ccccc2n1
39	N#CC1=C(Nc2ccccc2)SC=C(c2ccc(Br)cc2)N=C1N1CCOCC1
40	O=C(Nn1c(-c2ccc(Br)cc2)nc2ccccc2c1=O)c1ccc([N+](=O)[O-])cc1

Screen / compound no.	33	34	35	36	37	38	39	40
Rin1-Abl PPI inh	1	5	2	-3	3	6.4*	-2	0
E coli Lon inh	0	-11	-16	1	-5	14	10	-3
PABP1 MLLE inh	-10	27	0	-84	19	34	5	12
MT1-MMP act inh	-2	-5	-2	-24	2	-4	-2	4
bovine MsrA act	-2	-6	-3	-1	-7	-2	-3	-12
FAS-TE inh	19	-6	-6	53*	-5	-2	-10	65*
CSN inh	-5	-3	4	-2	-3	-60	3	4
Rpn11 inh	i	i	i	i	i	i	i	i
MsrA inhibitor	-1.6	0.9	2.9	3.6	0.6	3.0	1.5	-0.5

Rin1-Abl PPI inh: entries above that show a hit
entry	Structure	Rin1-Abl PPI inh	E coli Lon inh	PABP1 MLLE inh	MT1-MMP act inh	bovine MsrA act	CSN inh	Rpn11 inh	MsrA inhibitor
38	Nc1c(Cl)ncnc1N/N=C/c1ccc2ccccc2n1	6.4*	14	34	-4	-2	-60	i	3.0

Retrieved by compound from above, two records:
35	CC1(C)O[C@@H]2[C@H](O1)[C@@H](CO)O[C@H]2n1cnc2c(N)ncnc21
36	Cc1ccc(Cn2c(SCC(=O)N3CC(=O)Nc4ccccc43)nc3ccccc3c2=O)cc1

Screen / compound no.	35	36
Rin1-Abl PPI inh	2	-3
E coli Lon inh	-16	1
PABP1 MLLE inh	0	-84
MT1-MMP act inh	-2	-24
bovine MsrA act	-3	-1
FAS-TE inh	-6	53*
CSN inh	4	-2
Rpn11 inh	i	i
MsrA inhibitor	2.9	3.6

Sorted by SMILES length (rising): some entries from above
34	O=C(O)c1nnsc1-c1csnn1
37	O=c1[nH]cccc1-c1nc2ccccc2n1Cc1cccc(F)c1
39	N#CC1=C(Nc2ccccc2)SC=C(c2ccc(Br)cc2)N=C1N1CCOCC1
40	O=C(Nn1c(-c2ccc(Br)cc2)nc2ccccc2c1=O)c1ccc([N+](=O)[O-])cc1
33	CC1CCc2c(sc(NC(=O)CSc3nc4c(c(C(F)(F)F)n3)CCc3ccccc3-4)c2C(N)=O)C1 (centres undefined)

Screen / compound no.	34	37	39	40	33
Rin1-Abl PPI inh	5	3	-2	0	1
E coli Lon inh	-11	-5	10	-3	0
PABP1 MLLE inh	27	19	5	12	-10
MT1-MMP act inh	-5	2	-2	4	-2
bovine MsrA act	-6	-7	-3	-12	-2
FAS-TE inh	-6	-5	-10	65*	19
CSN inh	-3	-3	3	4	-5
Rpn11 inh	i	i	i	i	i
MsrA inhibitor	0.9	0.6	1.5	-0.5	-1.6

Later entries:
41	CCOC(=O)c1c(NC(=O)CN2CCOCC2)sc2c1CCCC2
42	CC(C)CCN1CC(=O)N2Cc3[nH]c4ccccc4c3C[C@H]2C1=O
43	O=C1CNC(=O)c2cc(Cl)ccc2N1
44	O=c1c2c3nc4ccccc4nc3n(-c3ccc4c(c3)OCCO4)c2ncn1C1CCCC1
45	Cc1ccc(S(=O)(=O)N2CCOCC2)cc1N/N=C(\C#N)c1nc2ccccc2[nH]1
46	Cc1cn(CC(=O)NCc2ccccc2)c(=O)[nH]c1=O
47	COc1ccc(/C=C2\Sc3ccc(C(=O)NCc4cccnc4)cc3N(C)C2=O)cc1OC
48	O=C(N/N=C/c1c[nH]c2ccccc12)c1cc(Br)ccc1O

Screen / compound no.	41	42	43	44	45	46	47	48
Rin1-Abl PPI inh	-1	0	1	2	4	-4	-7	0
E coli Lon inh	5	-3	-9	-6	0	-6	4	8
PABP1 MLLE inh	0	-14	4	-2	-12	-16	36	-8
MT1-MMP act inh	1	0	4	-15	2	2	-1	0
bovine MsrA act	-8	0	-2	-5	-6	-3	-6	2
FAS-TE inh	14	-2	-11	37	12	-5	-2	1
CSN inh	-1	-4	-2	1	3	2	-1	-1
Rpn11 inh	i	i	i	+	i	i	i	i
MsrA inhibitor	-0.3	0.2	0.8	2.6	0.4	0.6	0.3	1.1

Source: PubChem (several laboratories)
